DRD3 agonist: activates the human D3 dopamine receptor; D3R DiscoveRx beta-arrestin cells, luminescence, 90 min; max activation, %; hit rate 0.58% among 410,000; AID 652048; in the data active = max activation above about 30%; also: 0% is about no effect; mostly tested at two doses, the higher about 12 µM
Target sequence (P35462 whole entry, looked up): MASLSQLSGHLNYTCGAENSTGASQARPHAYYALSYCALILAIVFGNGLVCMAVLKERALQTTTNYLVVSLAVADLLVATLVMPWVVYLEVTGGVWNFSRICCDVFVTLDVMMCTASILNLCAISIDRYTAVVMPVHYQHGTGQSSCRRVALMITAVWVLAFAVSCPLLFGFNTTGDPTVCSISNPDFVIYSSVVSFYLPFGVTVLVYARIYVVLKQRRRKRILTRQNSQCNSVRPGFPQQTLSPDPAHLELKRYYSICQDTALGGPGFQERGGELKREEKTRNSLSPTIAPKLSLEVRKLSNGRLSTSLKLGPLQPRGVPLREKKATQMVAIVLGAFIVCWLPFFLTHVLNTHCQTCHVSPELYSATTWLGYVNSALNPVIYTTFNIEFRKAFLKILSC
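Agonist-mode cell screen: cells plated at 1500/well and incubated overnight at 37 °C, then exposed to library compounds for 90 min at 37 °C. Detection reagent was added for 30–60 min at room temperature, and luminescence was read.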
GLP1R ag: agonists of human GLP-1 receptor; P43220; HEK293 GLP-1R CRE-luciferase, luminescence, 4-6 h; cells express a hypersensitive GLP-1R form; Potency, µM (series often up to 45.6 µM), inactives show at the top dose activation, hits mostly activators; hit rate 0.007% among 380,000; AID 624172; also: potency is read from the fitted curve at half-maximal effect; % of control where 0% means no effect
GLP1R inv ag: GLP-1 receptor (human) inverse agonism; Potency, µM (highest dose often 38.3 µM), inactives show at the highest dose activity change, negative = inhibition, usual class: inhibitors; hit rate 1.6% among 410,000; HEK293 GLP-1R CRE-luciferase, luminescence, 24 h; GLP-1R form is constitutively active; also: potency is read from the fitted curve at half-maximal effect; % is scaled to controls: 0 for no effect and ±100 for the full control effect; nearly all actives have a fitted effect of over 55% in size
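Seeding at 200 cells/uL, 12 h culture, 24 hr compound treatment, then luciferase reagent and a luminescence read; cells are HEK293 stably expressing a constitutively active GLP-1R plus cAMP-responsive luciferase.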
WRN helicase inh: WRN helicase (human) inhibition; hit rate 0.46% among 360,000; Q14191; Potency, µM (highest dose often 114 µM), inactives show at the highest dose activity change, negative = inhibition, hits mostly inhibitors; WRN helicase unwinding, fluorescent forked duplex, kinetic; also: potency is read from the fitted curve at half-maximal effect; % is scaled to controls: 0 for no effect and ±100 for the full control effect; nearly all actives have a fitted effect of over 55% in size
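Kinetic red-fluorescence monitoring (525/598 nm) tracks WRN helicase activity after 100 nM fluorophore-quencher forked duplex and 2 mM ATP are added to 20 nM enzyme pretreated 15 min at room temperature with compound.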
PLK1 PBD block: inhibitors of human PLK1 polo-box domain binding. P53350. Plk1 PBD binding of FITC phosphopeptide, fluorescence polarization. Potency, µM, for inactives: max response, negative = inhibition, usual class: inhibitors. hit rate 2.8% among 360,000; also: potency is read from the fitted curve at half-maximal effect; series mostly up to about 57 µM; % is scaled to controls: 0 for no effect and ±100 for the full control effect; nearly all actives have a fitted effect of over 65% in size
PI5P4K alpha inh: PI5P4K alpha (human) kinase inhibition. P48426. PI5P4Kalpha enzyme, ADP-Glo luminescence, 60 min; hits give low values. max response, %. hit rate 1.2% among 330,000; active = max response of -50% or lower; inconclusive = between -30% and -50%; inactive = -30% or higher; also: value at the top dose of about 77 µM; % is scaled to controls: 0 for no effect and ±100 for the full control effect
Target sequence (P48426 whole entry, looked up): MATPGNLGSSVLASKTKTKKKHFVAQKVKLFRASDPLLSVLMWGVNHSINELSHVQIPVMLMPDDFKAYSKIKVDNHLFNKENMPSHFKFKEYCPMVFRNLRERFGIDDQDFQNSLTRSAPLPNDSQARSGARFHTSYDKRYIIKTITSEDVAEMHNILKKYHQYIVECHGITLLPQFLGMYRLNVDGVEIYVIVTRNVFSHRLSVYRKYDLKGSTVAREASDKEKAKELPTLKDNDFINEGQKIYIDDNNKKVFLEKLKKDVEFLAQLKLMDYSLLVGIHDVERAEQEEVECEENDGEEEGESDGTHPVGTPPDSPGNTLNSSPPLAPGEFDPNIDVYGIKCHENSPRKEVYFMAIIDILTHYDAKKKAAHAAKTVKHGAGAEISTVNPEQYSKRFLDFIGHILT
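Controls without substrate or without enzyme flank wells where PI5P4Kalpha converts substrate using 5 microM ATP (final). Incubation lasts 60 minutes at room temperature; ADP formed is read by ADP-Glo luminescence.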
GLP1R cytotox: cytotoxic in the GLP-1 receptor inverse agonist counter-screen. HEK293 cAMP-luciferase reporter cells, luminescence, 24 h. Potency, µM (top dose mostly 38.3 µM), for the others: at the top dose activity change, negative = inhibition, hits mostly inhibitors. hit rate 0.13% among 410,000;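 also: loss of luciferase light is scored as toxicity; potency is read from the fitted curve at half-maximal effect; % is scaled to controls: 0 for no effect and ±100 for the full control effect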
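Seeding density was 200 cells/uL; after overnight-length (12 h) culture, 23 nL compounds went on for 24 h at 37 °C. Readout used a luciferase detection reagent, luminescence taken after 12 min at room temperature.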
D3 antag: antagonists of human D3 dopamine receptor; P35462; D3R cells, DiscoveRx beta-arrestin luminescence, antagonist mode; hits give low values; max response, negative = inhibition, %; hit rate 2.5% among 360,000; in the data active = max response below about -50%; inconclusive = no clear call, values can overlap the other calls; also: % is scaled to controls: 0 for no effect and ±100 for the full control effect; mostly tested at two doses, the higher about 12 µM
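Cells plated overnight at 1500 cells/well, then exposed to library compounds with dopamine controls for 90 minutes at 37 degrees C. DiscoveRx reagent added for 30–60 minutes at room temperature; luminescence read, quantitative HTS format.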
IL2 activator: activates IL-2 in a cell-based reporter assay. AID 652025. IL-2 activation reporter assay, cell-based qHTS; stimulated with anti-CD3/CD4/CD28 beads; in transgenic mouse T cells. hit rate 0.065% among 360,000. activation, % (series mostly up to about 46 µM); in the data active = activation above about 50%; inconclusive = mostly about 30% to 49%; also: 0% is about no effect
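Readout: EGFP and DsRed signals by fluorescent plate cytometry. Unstimulated transgenic mouse T cells received compound 60 min before antibody-bead stimulation, then incubated 18 h at 37 degrees C.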
Numbers without * were called inactive; u = inconclusive; x = not tested or not shown; [ ] = remark or other dose. Unless noted, calls follow the shape of the dose curve; as a rule, active = well fitted curve in the direction sought with a large enough effect; inconclusive = small, poorly fitted or top-dose-only effect, or another doubt; inactive = no such curve, though single readings can be large; an effect the other way counts as inactive or inconclusive.

SMILES	DRD3 agonist	GLP1R ag	GLP1R inv ag	WRN helicase inh	PLK1 PBD block	PI5P4K alpha inh	GLP1R cytotox	D3 antag	IL2 activator
O=C(NC1CCCCC1)C1CCC(=O)N(Cc2cccc(C(F)(F)F)c2)C1 (configuration not stated)	-9	4%	10%	-15%	3%	2	6%	-14	-3.1
COc1ccc(/C=N/Nc2nnc(C)n2N)cc1OC(C)=O	-10	-7%	5%	-5%[11.6 µM]	-4%	12	-15%	-56*	-3.7
O=C(Cc1ccccc1)Nc1ccc(NC(=O)c2cccs2)cc1Cl	-2	-2%	24%	-9%	-10%	8	-14%	2	-0.8
CCCC(=O)NC(c1ccc(C(C)C)cc1)c1ccc2cccnc2c1O (configuration not stated)	27	6%	u	6%	-12%	-3	0%	-25	0.3
Cc1nn(C2CCCCC2)c(N)c1-c1ccccc1	-1	1%	u	-8%	-5%	10	4%	20	1.5
CC(=O)Oc1cc2c(C(=O)NCCCN3CCOCC3)c(C)oc2c2ccccc12	-1	-4%	u	8%	30µM*	-5	u	7	-1.9
CC(C)Oc1ccc(C(=O)Nc2ccc(N3CCCCC3)cc2)cc1	-6	1%	1%	0%	-8%	1	20%	0	-0.8
COc1ccc(S(=O)(=O)N2CCOCC2)cc1NC(=O)COc1ccccc1	-1	6%	11%	-10%	-23%	u	-11%	5	-1.0
CN(C)S(=O)(=O)c1cc(NC(=O)COC(=O)CCc2ccccc2)ccc1Cl	5	-1%	19%	6%	2%	-9	3%	5	0.4
O=C(CCCCn1c(=O)c2ccccc2n(CC(=O)Nc2ccccc2)c1=O)NCc1ccco1	3	-2%	-17%	-24%	-6%	0	-18%	-2	-2.0
O=C1C(=O)N(Cc2cccnc2)C(c2ccccn2)/C1=C(/O)c1ccc(F)cc1 (configuration not stated)	-1	-13%	18%	-4%	6%	-9	6%	1	1.6
O=C(NCCS(=O)(=O)NC1CCCC1)c1ccccc1	-3	4%	7%	8%	-8%	1	2%	0	0.5
COc1ccc(-n2c(=O)c3c4c(sc3n3c(=S)[nH]nc23)CCCC4)cc1	-12	0%	28%	-3%	-23%	-11	16%	u	1.9
O=C(CSc1cn[nH]n1)Nc1ccccc1C(F)(F)F	0	-2%	1%	3%	-19%	-6	6%	-2	1.8
Cc1cc(OCC(O)CN(C)C(=O)C(C)Oc2ccccc2)ccc1Cl (configuration not stated)	-11	7%	u	-2%	-10%	10	-27%	9	0.1
CC(=O)Nc1cccc(C(=O)Oc2cccc(C)c2)c1O	1	2%	-7%	-5%	-6%	0	-10%	-10	0.8
Cc1ccc(C)c(NC(=S)NC(C)C(c2ccccc2)N2CCN(C)CC2)c1 (configuration not stated)	-11	-10%	u	4%	1%	3	17%[7.66 µM]	-29	0.9
COCCNC(=O)NC(=O)COC(=O)Cc1ccc2c(c1)OCCO2	16	-2%	23%	4%	2%	x	4%	16	-1.8
COc1cc(C(=O)NCCNc2nc3cc(C)ccc3cc2C#N)cc(OC)c1OC	0	5%	16%	6%	0%	-7	0%	0	0.1
Cc1cc(C)n(-c2ccc(C(=O)OCC(=O)Nc3ccc(S(=O)(=O)N4CCCCC4)cc3)cc2)n1	-1	7%	9%	-8%	-2%	-5	0%	16	0.0
CCN(c1ccccc1)S(=O)(=O)c1ccc(OC)c(NS(=O)(=O)c2cccs2)c1	-1	-2%	-3%	-4%	-11%	0	4%	1	1.2
O=C(CCl)c1ccc2c(c1)CCN2C(=O)C1CCCCC1	1	1%	8%	u	0.75µM*	-1	-16%	-25	-3.2
CC1CCCCN1C(=O)c1ccccc1NC(=O)c1ccco1 (configuration not stated)	0	-4%	-1%	-7%	-5%	0	-8%	-5	-1.0
COc1ccc(OCC(=O)N/N=C2\CCCCc3ccccc32)cc1	4	6%	u	-9%	11µM*	-63*	0%	3	-2.5
COCc1cc(C)n(CC(=O)Nc2ccc(N3CCOCC3)c(Cl)c2)c(=O)c1C#N	13	11%	32%[activator]	1%[57.1 µM]	-3%	-2	-1%	1	-1.1

Part of the list above, with two lines to a compound.
Value order: DRD3 agonist | GLP1R ag | GLP1R inv ag | WRN helicase inh | PLK1 PBD block | PI5P4K alpha inh | GLP1R cytotox | D3 antag | IL2 activator
- O=C(NC1CCCCC1)C1CCC(=O)N(Cc2cccc(C(F)(F)F)c2)C1 (configuration not stated)
 : -9 | 4% | 10% | -15% | 3% | 2 | 6% | -14 | -3.1
- COc1ccc(/C=N/Nc2nnc(C)n2N)cc1OC(C)=O
 : -10 | -7% | 5% | -5%[11.6 µM] | -4% | 12 | -15% | -56* | -3.7
- O=C(Cc1ccccc1)Nc1ccc(NC(=O)c2cccs2)cc1Cl
 : -2 | -2% | 24% | -9% | -10% | 8 | -14% | 2 | -0.8
- CCCC(=O)NC(c1ccc(C(C)C)cc1)c1ccc2cccnc2c1O (configuration not stated)
 : 27 | 6% | u | 6% | -12% | -3 | 0% | -25 | 0.3
- Cc1nn(C2CCCCC2)c(N)c1-c1ccccc1
 : -1 | 1% | u | -8% | -5% | 10 | 4% | 20 | 1.5
- CC(=O)Oc1cc2c(C(=O)NCCCN3CCOCC3)c(C)oc2c2ccccc12
 : -1 | -4% | u | 8% | 30µM* | -5 | u | 7 | -1.9
- CC(C)Oc1ccc(C(=O)Nc2ccc(N3CCCCC3)cc2)cc1
 : -6 | 1% | 1% | 0% | -8% | 1 | 20% | 0 | -0.8
- COc1ccc(S(=O)(=O)N2CCOCC2)cc1NC(=O)COc1ccccc1
 : -1 | 6% | 11% | -10% | -23% | u | -11% | 5 | -1.0
- CN(C)S(=O)(=O)c1cc(NC(=O)COC(=O)CCc2ccccc2)ccc1Cl
 : 5 | -1% | 19% | 6% | 2% | -9 | 3% | 5 | 0.4
- O=C(CCCCn1c(=O)c2ccccc2n(CC(=O)Nc2ccccc2)c1=O)NCc1ccco1
 : 3 | -2% | -17% | -24% | -6% | 0 | -18% | -2 | -2.0

Next section.
SMILES	DRD3 agonist	GLP1R ag	GLP1R inv ag	WRN helicase inh	PLK1 PBD block	PI5P4K alpha inh	GLP1R cytotox	D3 antag	IL2 activator
Cc1ccc(/C=C/C(=O)OCC(=O)NCc2ccccc2)o1	-1	8%	9%	-1%	-5%	-9	-8%	12	-2.4
CCCCNC(=O)C1(C)CCN1C(=O)c1oc2ccccc2c1C (configuration not stated)	-4	8%	-21%	2%	6%	1	3%	9	-0.3
O=C(N/N=C/c1ccc(-c2ccc([N+](=O)[O-])cc2)o1)c1cccnc1	6	3%	12%	-26%	7%	8	-11%	-9	11
COc1ccc(C2/C(=C(\O)c3ccc4c(c3)OCCO4)C(=O)C(=O)N2CCCn2ccnc2)cc1 (configuration not stated)	-5	-6%	19%	-3%	-15%	-1	0%	-5	-2.4
O=C(CN1C(=O)NC2(CCOc3ccccc32)C1=O)c1ccc[nH]1 (configuration not stated)	5	6%	2%	-10%	1%	u	2%	10	0.4
Cc1ccc(NC(=O)/C=C/c2cccc([N+](=O)[O-])c2)nc1	-4	0%	61%[activator]	2%	-1%	2	13%	7	-1.0
Cc1ccc2cc(C#N)c(SCC(=O)NCC3CCCO3)nc2c1 (configuration not stated)	-8	1%	37%[activator]	-8%	0%	1	1%	-7	0.5
Cc1ccc(Cc2nnc3n(-c4ccccc4)nc(C(=O)c4ccccc4)n3c2=O)cc1	0	-11%	6%	15%	-4%	0	-12%	0	-0.5
O=c1ncccn1C1OC(CO)C(O)C1O (configuration not stated)	3	-5%	19%	-1%	7%	0	-2%	11	-0.3
COc1ccc(OCC(=O)OC(C)CN2CCCCC2)cc1 (configuration not stated)	2	-6%	3%	-18%	-5%	-4	-3%	-11	-0.3
COc1ccc(OC(C)C(=O)N2CC(C)OC(C)C2)cc1 (configuration not stated)	-11	-4%	8%	-7%	-3%	x	-23%	-11	0.6
Cc1ccc(-n2c(C)nc3c(cnn3-c3ccccc3C)c2=O)cc1F	-14	0%	u	x	x	x	-11%	x	x
CCc1nc(SCC(=O)NC2CC2)c2c(C)c(C)sc2n1	9	11%	12%	-24%	-7%	3	-4%	9	1.2
COc1ccc(C)cc1NC(=O)CSc1nnc(-c2cc(C)[nH]n2)n1N	-2	-3%	24%	-8%	-16%	-6	-2%	-1	0.9
CC(C)c1c(C(=O)N/N=C/c2c[nH]c3ccccc23)nnn1-c1nonc1N	-4	2%	u	-8%	-13%	8	u	-13	1.4
O=C(C1CC1c1ccccc1)N1CCOCC1 (configuration not stated)	-6	1%	0%	10%	-7%	18	6%	16	4.3
Cc1ccc(C(=O)OCC(=O)N2CCCc3ccccc32)cc1C	-6	19%	u	-9%	-4%	-5	-4%	-7	-0.1
COc1ccc(O)c(/C=N/Nc2nc3ccccc3[nH]2)c1	11	12%	4%	10%	-4%	-3	-3%	36	-2.8
Cc1ccc2nc(N3CCN(C(=O)CCCC(=O)O)CC3)nc(-c3ccccc3)c2c1	-4	-3%	110%[activator]	-3%	-14%	1	140%[activator]	28	0.3
O=C(O)c1ccc(NC(=O)C(c2ccccc2)c2ccccc2)cc1	-3	-6%	-4%	3%	2%	8	4%	1	-0.4
COc1ccccc1-c1cnc(C(O)c2ccc(C)cc2)[nH]1 (configuration not stated)	-5	8%	2%	-2%	4%	1	1%	7	0.1
CCOC(=O)[C@]12CCC=C1N(CCC1=CCCCC1)C(=O)[C@H](CC(=O)N1CCCCC1)C2	-8	7%	9%	-7%	-8%	-2	5%	0	-0.5
CCCCNC(=O)C(Sc1ccccc1)c1ccccc1 (configuration not stated)	-1	0%	u	-2%	-10%	4	4%	0	0.3
CCc1nnc(NC(=O)c2ccc(S(=O)(=O)N3CCc4ccccc4C3)cc2)s1	-7	-4%	-5%	-36%	30µM*	-9	7%	0	1.6
